Fh CTSL1 inh: blocks F. hepatica cathepsin L1 in PFM18AAP counter-screen; 300,000 compounds, 0.49% hits; recombinant F. hepatica cathepsin L1, Z-Leu-Arg-MCA fluorescence; inhibition, % at 5.96 µM; AID 1906;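 active means inhibition above the mean of all tested compounds plus 3 SD, set per screening campaign, cut at about 17% in these data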;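 further: 0% = plate median of test compound wells and 100% = 1 µM Z-Phe-Ala-diazomethylketone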
PP1 counter: blocks human PP1-alpha phosphatase, a PP5 counter-screen; AID 2235; 320,000 compounds, 0.9% hits; purified PP1alpha, OMFP fluorescence; inhibition, % at 6.7 µM;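 active means inhibition above the mean inhibition of all tested compounds plus 3 SD, computed separately for each screening campaign, cut at about 15% in these data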
procasp3 activ: activators of human procaspase-3 | 330,000 compounds, 0.11% hits | AID 463141 | recombinant procaspase-3 D3A, Ac-DEVD-pNA absorbance 405 nm | P42574 | activation, % at 8.5 µM;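 active means activation above the mean of all tested compounds plus 3 SD, cut at about 21% in these data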;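 further: 0% = DMSO alone and 100% = DMSO wells spiked with extra 5 µM PC-3 D3A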
Target sequence (P42574 whole entry D9A/D28A/D175A): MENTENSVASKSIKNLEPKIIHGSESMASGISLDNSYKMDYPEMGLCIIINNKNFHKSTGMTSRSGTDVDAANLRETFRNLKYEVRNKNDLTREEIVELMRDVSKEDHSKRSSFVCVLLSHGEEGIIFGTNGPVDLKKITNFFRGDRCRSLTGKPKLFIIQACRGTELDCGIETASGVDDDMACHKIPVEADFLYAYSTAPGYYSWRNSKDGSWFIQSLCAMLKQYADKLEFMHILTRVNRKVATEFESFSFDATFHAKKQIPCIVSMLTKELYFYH
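material = Procaspase-3 D3A mutant | probe or stimulus = Ac-DEVD-pNA | compound = single dose, 8.5 µM nominal compound, 0.8% DMSO | timing = 1 h preincubation, 2 h reaction | measured by = 405 nm absorbance of p-nitroaniline, reads at 0 and 120 min | benchmarks = DMSO-only low control, 5 µM PC-3 D3A high control | repeats = singlicate, each compound tested once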
TPT1 inh: inhibitors of Candida albicans tRNA 2'-phosphotransferase TPT1; recombinant caTPT1, FP RNA substrate dephosphorylation; inhibition, % at 5 µM; 300,000 compounds, 0.81% hits; AID 1962;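 active means inhibition above the mean of all tested compounds plus 3 SD, set per screening campaign, cut at about 24% in these data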;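 further: plate controls were DMSO alone for no effect and ferristatin control at 100 nM for full effect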
GASC-1 inh: blocks human GASC-1 demethylase activity; inhibition, % at 2.35 µM; Q9H3R0; GST-JMJD2C(1-420) H3K9me3 demethylation, DELFIA europium; AID 2099; 330,000 compounds, 0.069% hits;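 active means more than half of a compound's replicate wells show inhibition beyond 50%, single wells judged on their own value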;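 further: signal counts dimethyl H3K9 product captured on neutravidin plate; 0% = median of DMSO wells and 100% = 0.3 times that DMSO median; strong numbers were not always called active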
PP5 inh: PP5 (human) phosphatase inhibition. 320,000 compounds, 0.18% hits. P53041. purified PP5c, OMFP substrate fluorescence. inhibition, % at 6.7 µM;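 active means inhibition above the campaign's mean inhibition across all tested compounds plus 3 SD, cut at about 9.5% in these data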;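 further: 0% = DMSO only and 100% = 100 µM cantharidin control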
Target sequence (P53041 whole entry, looked up): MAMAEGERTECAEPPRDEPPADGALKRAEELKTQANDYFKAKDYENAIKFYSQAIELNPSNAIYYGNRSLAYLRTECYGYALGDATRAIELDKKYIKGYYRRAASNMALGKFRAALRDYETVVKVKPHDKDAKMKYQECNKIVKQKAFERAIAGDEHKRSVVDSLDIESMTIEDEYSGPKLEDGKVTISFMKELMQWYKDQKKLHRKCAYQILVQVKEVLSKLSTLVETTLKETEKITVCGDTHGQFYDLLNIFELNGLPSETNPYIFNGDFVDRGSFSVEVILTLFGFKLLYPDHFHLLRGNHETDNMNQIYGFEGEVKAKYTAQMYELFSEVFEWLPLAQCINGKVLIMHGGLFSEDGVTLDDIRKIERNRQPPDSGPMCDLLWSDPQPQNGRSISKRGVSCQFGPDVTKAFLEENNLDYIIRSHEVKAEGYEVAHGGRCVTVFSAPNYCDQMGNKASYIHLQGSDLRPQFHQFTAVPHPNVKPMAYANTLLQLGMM
Efflux pump mplx: inhibitors of Candida antifungal efflux pumps expressed in yeast; inhibition, % at 10 µM; S. cerevisiae Candida pump triplex, Nile Red efflux; 330,000 compounds, 0.44% hits; AID 485275;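 active means plate passing quality check with inhibition over a set limit, or well fluorescence over plate mean plus 4 SD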;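 further: Nile Red retained in pooled yeast measured as flow cytometry median fluorescence; 0% = buffer negative control and 100% = Enniatin B positive control; higher means more Nile Red kept so more efflux inhibition; some compounds called inactive have numbers as strong as hits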
core dimer inh: HCV core protein dimerization inhibition | 300,000 compounds, 0.33% hits | AID 1899 | TR-FRET GST/Flag-core106 dimerization, 1536-well | inhibition, % at 5 µM;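 active means inhibition above the mean of all tested compounds plus 3 SD, set per screening campaign, cut at about 45% in these data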
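Assay system: Tagged HCV core106 pair (GST and Flag) | Buffer or medium: KF-containing HEPES buffer, pH 7.45, DTT, CHAPS, BSA | Also added: Eu donor and XL665 acceptor anti-tag antibodies | Dosing: One concentration, 5 µM, in 0.5% DMSO | Timing: 4 h at 22.5 °C | Technique: TR-FRET 671 and 617 nm emission | Repeats: Singlicate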
proCasp7 act: activates human procaspase-7, counter-screen for procaspase-3 activators; P55210; recombinant procaspase-7, Ac-DEVD-pNA absorbance 405 nm; D23A/D198A/D206A triple mutant, cannot self-cleave; scale: DMSO 0, 5 µM enzyme 100; activation, % at 8.5 µM; 330,000 compounds, 0.093% hits;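 active means percent activation above the screen-wide mean plus 3 SD, cut at about 25% in these data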
Target sequence (P55210 whole entry D23A/D198A/D206A): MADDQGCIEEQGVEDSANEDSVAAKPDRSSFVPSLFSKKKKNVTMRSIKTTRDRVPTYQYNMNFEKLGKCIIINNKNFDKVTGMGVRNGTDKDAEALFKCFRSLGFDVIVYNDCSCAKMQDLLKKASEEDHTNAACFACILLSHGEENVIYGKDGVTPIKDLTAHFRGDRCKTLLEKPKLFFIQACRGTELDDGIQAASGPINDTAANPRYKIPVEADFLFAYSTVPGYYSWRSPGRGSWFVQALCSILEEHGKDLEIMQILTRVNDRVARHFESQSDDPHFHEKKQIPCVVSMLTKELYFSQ
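System: Uncleavable procaspase-7 mutant enzyme; Amount: 2 µM procaspase-7 mutant as dispensed; Schedule: 1 h compound preincubation, 2 h substrate cleavage, 25 °C; Measured by: 405 nm absorbance of p-nitroaniline; Evaluation: percent activation from buffer-corrected 0–120 min absorbance change; Control set: low DMSO alone, high DMSO plus 5 µM PC-7.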
The depositor's hits bear a star; x = not tested or not shown; & = joins results of further samples.

SMILES	Fh CTSL1 inh	PP1 counter	procasp3 activ	TPT1 inh	GASC-1 inh	PP5 inh	Efflux pump mplx	core dimer inh	proCasp7 act
COC(=O)C(CCSC)NC(=O)c1cccc([N+](=O)[O-])c1 (stereo not given)	0	-3	14	-4	-1	-1.2	0.0	0	7
O=C(O)CSCCOc1ccc(OCCSCC(=O)O)cc1	-4	0	1	-1	-6	1.9	-0.2	-5	-3
O=C(COC(=O)c1ccc(Oc2ccccc2)cc1)Nc1nnc(-c2ccccc2)o1	6	23*	10	0	12	1.5	0.2	37	13
Cc1cc(NC(=O)OC2CCCCC2)ccc1[N+](=O)[O-]	3	5	-11	-2	3	2.7	0.1	-7	9
CN(C)CCN1CCc2ccccc21	1	-1	3	-3	-2	0.8	-0.1	-6	2
Cc1ccc(C(=O)N2CCc3ccccc3C2)cc1S(=O)(=O)N1CCOCC1	-1	-2	3	-1	-13	-1.1	0.0	-3	8
COc1ccc2[nH]c3ccc(OC)cc3c2c1	-1	-2	-2	-4	-23	1.6	0.0	-23	6
CCc1nc(Nc2ccc(N3CCN(C(C)=O)CC3)cc2)c2oc3ccccc3c2n1	1	-1	2	-4	4&17	1.5	-0.2	-13	7
Cc1ccc2cc(C(c3nnnn3C3CCCC3)N(Cc3cccnc3)Cc3ccco3)c(=O)[nH]c2c1 (stereo not given)	2	1	-5	-3	2	5.6	-0.1	6	1
O=C(O)/C=C/C(=O)N1CCN(Cc2ccc3c(c2)OCO3)CC1	1	6	6	0	2	0.9	0.0	3	9
CCCCn1c(SCC(=O)N2CCCc3ccccc32)nc2c1c(=O)n(C)c(=O)n2C	5	-1	-5	1	32&-7	0.8	0.1	-6	6
CCc1ccccc1NC(=O)C1CCCN1C(=O)Nc1ccc(C)cc1 (stereo not given)	-2	-1	5	-2	0	1.9	0.1	7	2
CCN1CCN(CC(=O)N/N=C/c2ccc(F)cc2F)CC1	3	1	-1	-1	6	3.0	-0.4	-7	8
CCNC1=C(Cl)C(=O)c2ccccc2C1=O	8	-2	-4	-3	-9	3.3	-0.1	-22	-7
CCN(CC(=O)Nc1ccc(NC(C)=O)cc1)C(=O)c1cc(S(=O)(=O)N2CCCCCC2)ccc1OC	0	-3	1	-1	7	-2.6	0.1	1	11
Cc1cccc(C)c1OCC(=O)NCC1CCCO1 (stereo not given)	0	-1	0	2	11	-1.3	-0.1	1	8
O=C1C=C(c2ccnc3cc(Cl)ccc23)C[C@@H](c2ccc3c(c2)OCO3)C1	x	0	2	x	6	2.5	-0.1	x	10
CN(C)c1nc(OCCNC(=O)COc2ccc(Cl)cc2Cl)nc(N(C)C)n1	1	2	4	-2	4	0.0	0.0	-2	6
COc1ccc2c(c1)N1CCN=C1N2C	5	4	-7	1	3	2.4	-0.1	-6	0
CCOC(=O)c1c(NC(=O)COC(=O)c2ccccc2NC)sc(C(=O)N(C)C)c1C	4	4	7	-1	-3	3.0	0.6	4	29*
CC(CN1CCOCC1)OC(=O)c1cccc(Br)c1 (stereo not given)	-1	-1	-2	0	9	-1.6	0.0	-1	4
CC1=C(C(=O)OCc2ccccc2)C(c2ccc(-c3ccccc3)cc2)NC(=O)N1CCCC(=O)O (stereo not given)	-1	5	6	-3	0	-1.9	x	21	-6
COC(=O)c1[nH]c2c(c1C)C(=O)CC(c1ccc(OC)c(OC)c1)C2 (stereo not given)	2	2	-2	-3	1	0.5	-0.1	-8	-3
COc1ccc(C(=O)Nc2ccc3nc(N4CCCCC4)cc(C)c3c2)c(OC)c1	-4	-1	3	-2	5	1.7	-0.2	3	6
CC1(C)C(=O)Nc2ccccc2N1C(=O)COC(=O)COc1ccc(C#N)cc1	-10	-2	-12	-2	-4	-0.8	0.1	5	2
O=C(NCCC1=CCCCC1)C1CCC(CNc2c(N3CCCCC3)c(=O)c2=O)CC1 (stereo not given)	2	4	6	-2	-10	-1.1	0.0	-2	6
CC(=O)c1ccc(OCC(=O)NCc2ccc(F)cc2)cc1	-6	-5	0	-2	-6	-0.1	-0.1	2	2
O=c1c2c3c(sc2nc2n1CCCCC2)CCC3	-1	-1	-1	5	3	-1.6	0.0	13	16
Cc1nc2nc(C)c(CCC(=O)N3CCN(c4ccccc4)CC3)c(C)n2n1	1	5	2	2	2	1.3	-0.1	-9	3
COc1ccccc1Nc1cc(C)nc2c(C)ccc([N+](=O)[O-])c12	4	3	4	3	-17	3.4	0.2	-5	-2
Cc1ccc(SCC(=O)Nc2ccc(F)cc2[N+](=O)[O-])cc1C	-1	0	-2	-2	9	2.4	0.0	3	0
CCN(CC)c1nc(Nc2ccccc2)nc(Oc2ccc(=O)[nH]n2)n1	6	-1	-5	-4	4	5.6	0.1	-5	5
CCN(CC)CCOC(=O)c1cccc(Br)c1	0	0	7	2	-27	2.1	-0.1	-2	8
CCOc1ccc(C2N(c3ccc(OC)cc3)C(=O)C3CCCN32)cc1OC (stereo not given)	-5	-1	-1	-2	-1	1.4	-0.2	-3	7
CC(OC(=O)c1cccc(NS(C)(=O)=O)c1)C(=O)Nc1ccc(N2CCOCC2)cc1 (stereo not given)	-3	1	3	-3	4&4	-1.4	-0.1	16	7
COC(=O)c1ccccc1NC(=O)c1sc(Cl)nc1C	-3	3	-10	2	-17	2.9	0.0	-17	-8
Cc1csc(NC(=O)CCn2c(=O)oc3ccc(Cl)cc32)n1	1	3	0	2	22	0.6	-0.2	-2	2
O=C(COC(=O)Cc1ccc(Cl)cc1)Nc1ccc2[nH]c(=O)[nH]c2c1	-13	-4	-10	0	1	0.4	-0.2	-9	12
CN(C)CCN(Cc1ccccc1)C(=O)[C@H](Cc1ccccc1)N1C(=O)c2ccccc2C1=O	0	0	-2	-1	9	0.3	-0.3	-4	-5
Cc1cc(-c2nnc(SCC(=O)Nc3ccccc3C(F)(F)F)o2)c(C)n1-c1ccccc1	3	-2	-1	2	2	2.7	0.2	7	9
COc1ccccc1N1CCN(C(=O)CN(Cc2ccccc2)S(C)(=O)=O)CC1	8	-4	-3	1	2	3.1	-0.2	4	-10
c1ccc(-c2cc3c(ccc4nonc43)nn2)cc1	1	-2	3	3	2	2.0	0.2	8	-4
CCN(c1cccc(C)c1)S(=O)(=O)c1csc(C(N)=O)c1	-4	-5	3	0	-1	-1.9	0.1	0	-1
CC(OC(=O)C1=COCCO1)C(=O)NC1(C#N)CCCCC1 (stereo not given)	x	x	5	x	16	x	-0.1	x	-3
CC(C)OC(=O)c1ccc(Cn2nnc3ccccc3c2=O)cc1	2	3	-5	0	9	-0.9	0.0	2	4
Cc1ccccc1C(=O)NNC(=O)/C=C/c1ccccc1	-2	-1	4	0	4	1.5	-0.1	-5	11
CCn1cc(Br)c(-c2nc3ccccc3c(=O)n2N)n1	3	-2	10	-1	3	2.7	0.4	0	-4
Cc1cc(C(=O)c2ccccc2)c(NC(=O)CN2CCOCC2)s1	-2	0	8	-4	3	2.6	-0.3	-13	4
N/C(=N\OC(=O)CCCc1ccccc1)c1ccc([N+](=O)[O-])cc1	-61	-1	-1	1	4	0.2	0.3	-2	-1
CCOC(=O)C1=C(C)NC(C)=C(C(=O)OCC)C1C(=O)OCC(=O)NC(C)C	1	10	-6	-6	0	-0.6	0.0	-6	-3
Cc1cc(C(=O)Nc2nc3c(s2)CCCC3)no1	1	1	7	0	-18	1.2	-0.1	-3	9
CCOc1ccc2nc(N/C(N)=N/S(C)(=O)=O)nc(C)c2c1	2	-3	7	-3	-6	-0.9	-0.1	-1	6
CN(C(=O)C1CCC(=O)N(Cc2ccccc2F)C1)C1CCOCC1 (stereo not given)	0	-3	3	-1	5	1.2	-0.2	-3	3
CC1Cc2ccccc2N1C(=O)COC(=O)CCc1nc2ccccc2c(=O)[nH]1 (stereo not given)	-3	-4	5	-2	2	1.3	0.2	5	3
Cc1ccc(C)c2[nH]c(=O)c(CCNC(=O)CC(C)(C)C)cc12	1	-3	0	-3	0	0.2	0.0	1	3
CCOc1cc(Cl)c(S(=O)(=O)NCc2cccnc2)cc1Cl	-1	-1	-10	-2	5	1.2	0.1	1	-1
COc1ccc(C2CC2C(=O)c2ccccn2)cc1 (stereo not given)	0	0	2	-4	4	3.3	0.0	-3	6
CCC(SCC(=O)OC)C(=O)Nc1nnc(C(C)C)s1 (stereo not given)	2	-1	5	-2	-13	-3.2	0.0	-5	0
O=C(O)/C=C\C(=O)Nc1ccccc1C(=O)NC1CCCCC1	-1	8	0	1	6	3.0	0.1	-2	7
C[C@H](CO)N1C[C@H](C)[C@@H](CN(C)C(=O)NC2CCCCC2)Oc2ccc(NC(=O)c3ccncc3)cc2C1=O	x	x	0	x	3	x	-0.4	x	13

Next part
SMILES	Fh CTSL1 inh	PP1 counter	procasp3 activ	TPT1 inh	GASC-1 inh	PP5 inh	Efflux pump mplx	core dimer inh	proCasp7 act
CCN1CCC2(CC1)N=C(c1ccc(F)cc1)C(=S)N2C(=O)c1ccc(C)cc1	-7	-4	-3	3	-6	-1.6	0.1	-3	-15
COc1ccc2c(c1)C(SCC(=O)NCCc1ccc(Cl)cc1)CC(C)(C)O2 (stereo not given)	2	3	-4	-4	-5	2.8	-0.3	-2	0
Cc1cc(C)n2nc(SCC(=O)N(C(C)C)C(C)C)nc2n1	0	2	4	-3	1	-2.6	0.0	1	5
N#CCc1nc2ccccc2c(=O)[nH]1	-3	-1	3	2	0	-1.7	0.1	0	-5
Cc1c(CCOC(=O)CC23CC4CC(CC(C4)C2)C3)sc[n+]1Cc1ccccc1	-4	0	6	-1	17	-0.3	0.6	-2	1
CCCCC(CC)C1OCC(C[N+]2(C)CCOCC2)O1 (stereo not given)	-2	0	-15	2	0	0.9	0.5	-14	-2
CCOC(=O)c1cnc(-c2ccccc2)nc1Oc1ccccc1	-1	1	9	1	0	3.6	0.0	3	3
COc1ccc(C2CC(=O)N3CN(c4ccccc4F)CSC3=C2C#N)cc1OC (stereo not given)	2	0	-28	1	1	-0.7	0.1	-3	-22

An excerpt of these results, field by field:
molecule: COc1ccc2c(c1)C(SCC(=O)NCCc1ccc(Cl)cc1)CC(C)(C)O2 (stereo not given)
  Fh CTSL1 inh = 2
  PP1 counter = 3
  procasp3 activ = -4
  TPT1 inh = -4
  GASC-1 inh = -5
  PP5 inh = 2.8
  Efflux pump mplx = -0.3
  core dimer inh = -2
  proCasp7 act = 0

molecule: CCCCC(CC)C1OCC(C[N+]2(C)CCOCC2)O1 (stereo not given)
  Fh CTSL1 inh = -2
  PP1 counter = 0
  procasp3 activ = -15
  TPT1 inh = 2
  GASC-1 inh = 0
  PP5 inh = 0.9
  Efflux pump mplx = 0.5
  core dimer inh = -14
  proCasp7 act = -2

Bioassay records (PubChem)
